GRP78 ERSR act = induces the endoplasmic reticulum stress response in human glioma cells; U87-MG GRP78 promoter luciferase reporter, 16 h; Potency, µM, inactives show top-dose activation, usual class: activators; actives 0.02% (n = 420,000); AID 602332; also: potency is read from the fitted curve at half-maximal effect; series mostly up to about 76 µM; % of control where 0% means no effect; nearly all actives have a fitted effect of over 35% in size
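ERSR induction read as luciferase luminescence (Bright-Glo, 10 min at room temperature) in stably transfected human U87-MG glioma cells exposed to compounds for 16 h, using GRP78 as sensor.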
BLM helicase inh = Bloom syndrome helicase (human) inhibition. recombinant BLM DNA unwinding, fluorescence dequenching. P54132. Potency, µM (titrated, usually from 56.1 µM), without a hit: at the highest dose activity change, negative = inhibition, usual class: inhibitors. actives 0.2% (n = 350,000). AID 2528;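 also: potency is read from the fitted curve at half-maximal effect; plate controls were vehicle for no effect and no enzyme for full effect; nearly all actives have a fitted effect of over 35% in size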
LDHA inh = inhibitors of human lactate dehydrogenase A; activity change, % (values are at about 110 or 230 µM); P00338; AID 1347041; actives 0.15% (n = 480,000); purified LDHA, NADH/diaphorase-resazurin fluorescence; stronger effect = lower value; in the data active = activity change below about -30%; inconclusive = mostly about -25% to -30%;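 also: plate controls were DMSO wells for no effect and wells without enzyme for full effect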
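Enzyme activity of human lactate dehydrogenase 5 (2 nM; 0.06 mM NADH, 0.2 mM pyruvate, 5 min, RT) is measured via a resazurin/diaphorase fluorescence readout of residual NADH.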
Pol beta inh = inhibitors of human DNA polymerase beta | Pol beta primer extension/strand displacement, fluorescence kinetic | actives 1.3% (n = 340,000) | AID 485314 | P06746 | Potency, µM (doses to about 114 µM), inactives show top-dose activity change, negative = inhibition, hits mostly inhibitors; also: potency is read from the fitted curve at half-maximal effect; % is scaled to controls: 0 for no effect and ±100 for the full control effect
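Pol beta (10 nM) was preincubated with compound for 15 min at room temperature. The reaction was then started with 50 nM substrate and read immediately and after a further 10 min at room temperature.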
Pol kappa inh = blocks human DNA polymerase kappa activity; purified Pol kappa, fluorescent DNA synthesis assay, 10 min; Potency, µM (highest dose often 107 µM), for the others: top-dose activity, negative = inhibition, usual class: inhibitors; actives 0.53% (n = 400,000); also: potency is read from the fitted curve at half-maximal effect; % is scaled to controls: 0 for no effect and ±100 for the full control effect
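Inhibition of 10 nM Pol kappa is measured by a fluorescent read-out at 0 and 10 min following addition of 50 nM substrate (final), with a 15-min room-temperature compound preincubation.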
POLI inh = blocks human DNA polymerase iota activity; Potency, µM (highest dose often 115 µM), for inactives: at the highest dose activity, negative = inhibition, actives largely listed as inhibitors; actives 1% (n = 390,000); Pol iota fluorescent replication assay, 10 min; Q9UNA4; also: potency is read from the fitted curve at half-maximal effect
Target sequence (Q9UNA4 whole entry, looked up): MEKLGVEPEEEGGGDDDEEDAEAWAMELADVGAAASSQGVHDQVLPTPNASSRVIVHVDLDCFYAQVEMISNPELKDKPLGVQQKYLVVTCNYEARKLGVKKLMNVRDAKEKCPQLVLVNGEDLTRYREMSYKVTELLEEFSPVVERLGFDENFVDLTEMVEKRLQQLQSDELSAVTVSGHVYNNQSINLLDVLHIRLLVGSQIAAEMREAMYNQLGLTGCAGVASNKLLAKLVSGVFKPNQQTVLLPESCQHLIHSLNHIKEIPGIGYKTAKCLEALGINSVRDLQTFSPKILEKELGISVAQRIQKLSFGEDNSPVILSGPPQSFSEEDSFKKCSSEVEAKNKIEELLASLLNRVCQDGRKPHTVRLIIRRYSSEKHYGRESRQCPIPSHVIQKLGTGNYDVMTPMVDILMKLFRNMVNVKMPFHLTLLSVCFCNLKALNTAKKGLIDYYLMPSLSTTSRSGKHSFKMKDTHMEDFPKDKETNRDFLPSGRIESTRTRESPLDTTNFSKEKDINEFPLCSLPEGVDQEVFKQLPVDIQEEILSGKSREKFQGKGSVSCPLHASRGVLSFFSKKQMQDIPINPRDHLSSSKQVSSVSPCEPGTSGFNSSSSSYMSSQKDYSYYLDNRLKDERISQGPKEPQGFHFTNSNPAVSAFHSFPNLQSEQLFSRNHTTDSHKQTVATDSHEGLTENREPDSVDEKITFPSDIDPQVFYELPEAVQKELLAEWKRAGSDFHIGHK
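Fluorescent replication assay read twice, at 0 min and 10 min after adding 50 nM (final) substrate. Enzyme (10 nM) and compounds were first incubated 15 min at room temperature; enzyme-free buffer wells were negative controls.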
POLH inh = DNA polymerase eta (human) inhibition. actives 1.2% (n = 390,000). recombinant Pol eta, fluorescent DNA replication assay. Potency, µM (doses to about 114 µM), inactives show at the top dose activity change, negative = inhibition, hits mostly inhibitors; also: potency is read from the fitted curve at half-maximal effect; % is scaled to controls: 0 for no effect and ±100 for the full control effect
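Fluorescent replication assay: 50 nM final substrate added after a 15 min room-temperature compound preincubation with 10 nM enzyme. Signal taken at 0 min and again at 10 min.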
Apoferritin bind = candidate novel general anesthetic via apoferritin binding. Potency, µM (doses to about 77.5 µM), for the others: at the highest dose activity change, negative = displacement, usual class: inhibitors. actives 0.074% (n = 350,000). apoferritin/1-aminoanthracene competitive binding, fluorescence. P02791. AID 485281; also: potency is read from the fitted curve at half-maximal effect; % is scaled to controls: 0 for no effect and ±100 for the full control effect; nearly all actives have a fitted effect of over 20% in size
Target sequence (P02791 2-175 limits assumed): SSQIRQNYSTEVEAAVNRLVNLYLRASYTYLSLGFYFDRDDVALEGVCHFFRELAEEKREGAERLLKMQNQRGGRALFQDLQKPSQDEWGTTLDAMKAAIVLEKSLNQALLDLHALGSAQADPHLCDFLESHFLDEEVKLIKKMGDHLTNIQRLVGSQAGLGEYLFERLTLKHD
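Apoferritin-based anesthetic binding model; compound displacement of fluorescent 1-AMA measured as endpoint fluorescence after 10 minutes at room temperature, scaled to free-ligand and complex controls.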
APEX1 inh = APE1 (human) endonuclease inhibition; P27695; recombinant APE1, TAMRA/BHQ-2 abasic DNA cleavage fluorescence; Potency, µM (highest dose often 65.8 µM), without a hit: at the top dose activity change, negative = inhibition, most hits filed as inhibitors; actives 0.35% (n = 350,000);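 also: potency is read from the fitted curve at half-maximal effect; plate controls were vehicle for no effect and reference inhibitor for full effect; nearly all actives have a fitted effect of over 55% in size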
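APE1 at 0.75 nM preincubated 15 min at room temperature with compound. Reaction then started with 50 nM double-stranded THF-abasic substrate labelled with TAMRA/BHQ-2, and 525/598 nm fluorescence read kinetically. Activity taken as third-minus-first read difference, normalized to DMSO and NSC13755 controls.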
Starred values were filed as active, the others as inactive; ? = inconclusive; · = not tested or not shown; & = joins results of further samples; [ ] = remark or other dose. Unless noted, calls follow the shape of the dose curve; as a rule, active = well fitted curve in the direction sought with a large enough effect; inconclusive = small, poorly fitted or top-dose-only effect, or another doubt; inactive = no such curve, though single readings can be large; an effect the other way counts as inactive or inconclusive. A portion of the library; count on the stated rates, not on these rows.

Values run as follows: POLH inh, Apoferritin bind, APEX1 inh, BLM helicase inh, Pol beta inh, LDHA inh, POLI inh, GRP78 ERSR act, Pol kappa inh
O=C(O)CC1CCC(=C(Cl)Cl)C1 (centres undefined)
    50µM*, -9%, ?, 2%, ?, -5, ?, -2%, -16%
Cc1ccc(NC(=O)c2sc3nc4c(c(-c5ccco5)c3c2N)CCC4)cc1
    4%, -3%, -3%, -4%, 17%, 0, 20%, -12%, -13%
CC(=O)c1ccc(S(=O)(=O)NCCC(=O)NCCc2c[nH]c3ccccc23)cc1
    ?, ·, -3%, ·, ·, -1, ?, -6%, -14%
Nc1nc(-c2ccc(C(=O)O)cc2)cs1
    -10%, 1%, 13%, 0%, 25%, -6, 86%[activator], 3%, -11%
O=S(=O)(/N=C(/Nc1cccc2ccccc12)c1ccccc1)c1ccccc1
    -7%, -7%, -1%, -4%, 1%, -1, 30%, 3%, -7%
O=C(CN1C(=O)c2cccc3cccc1c23)NCC1CCCO1 (centres undefined)
    -13%, 95%[activator], 11%, 0%, 46%, 10, -12%, 2%, 2%
CC(=O)N/C(=C\c1ccccc1)C(=O)OCC(=O)N1CCCCCC1
    -1%, -6%, 2%, 0%, -4%[57.1 µM], -2, 132%[activator], -2%, -18%
COc1ccc(COC(=O)N/N=C2/C[C@@H](O)[C@@H](O)[C@@H]3[C@@H]4C(=O)N(C[C@@H]5CCCO5)C(=O)[C@H]4CC[C@@H]23)cc1
    ·, 7%[15.3 µM], 23%[12.4 µM], 3%[12.4 µM], ·, ·, ·, 0%, ·
Cn1cncc1COC(=O)c1ccc(Cl)cc1
    7%, 1%, 10%, -2%, 2%, -9, 12%, -6%, -12%
COC(=O)/C=C1\NC(=O)C(C)S1 (centres undefined)
    -10%, 2%, -3%, -1%, -25%, -7, 1%, -4%, -1%
CCCNc1nc(Nc2ccc(C)c(Cl)c2)c2cnn(C)c2n1
    -9%, -2%, -5%, -3%, 1%, -1, -14%, -2%, -18%
CCOc1ccc(CN2C(=O)c3ccccc3Sc3ccc(C(=O)NCCCN4CCOCC4)cc32)cc1
    -3%&-18%, -2%&2%, -4%, -4%&-5%, 2%&13%, -2&3, ?, -3%&-3%, -11%&0%
CS(=O)(=O)c1ccc(C(=O)OCC(=O)N2CC(=O)Nc3ccccc32)cc1[N+](=O)[O-]
    ·, ·, ·, ·, ·, 0, 50µM*, 0%, -3%
Cc1ccccc1N1CC(C(=O)N2CCCCCC2)CC1=O (centres undefined)
    -23%, ·, 11%, ·, ·, -1, -10%, 7%, 7%
CC(=O)c1cc(NC(=O)c2ccc(C)cc2)c(=O)oc1C
    -13%, -4%, -3%, 1%, -15%, -7, 25%, 4%, -7%
O=C(COc1ccc2c(-c3ccccc3)cc(=O)oc2c1)NCC1CCC(C(=O)O)CC1 (centres undefined)
    -6%, -8%, 59%[activator], 1%, -13%, -13, 2%, -1%, -4%
CN(C)CCOc1ccccc1C(C)(C)C
    -16%, -18%, -2%, -1%, -1%, -13, 8%, -6%, 3%
Cc1nnc(NC(=O)Nc2cccc(Cl)c2)s1
    -3%, -8%, -5%, 2%, 1%, -7, 23%, -6%, -2%
Cc1nn(C(=O)c2cccnc2)c(C)c1C
    -9%, ?, -1%, 1%, 9%, -2, 21%, -5%, 6%
COC(=O)c1cn(C(=O)OC)c2ccccc12
    1%, -14%, 1%, -3%, -1%, -5, 7%, -4%, -7%
COc1ccc(C(=O)N2CC(=O)Nc3ccc(F)cc3C2c2ccc(F)cc2)c(OC)c1 (centres undefined)
    -13%, -16%, ·, -2%, 17%, -5, 9%, -3%, -3%
O=C(NC1CCCCC1)NC1CC2CCCC(C1)N2C1CCCC1 (centres undefined)
    -3%, -11%, -4%, -1%, 2%, -14, 2%, -4%, 0%
CC[C@@H](C)[C@H](NC(=O)CCc1c(C)c2cc3c4c(oc3c(C)c2oc1=O)CCCC4)C(=O)O
    ?, 1%, -9%, -2%, 7%, -2, 1%, -11%, -29%
CCc1nnc(NC(=O)CN2CCN(CC)CC2)s1
    -11%, -12%, 37%, -2%, 15%, -3, ?, -2%, -8%
Cc1ccc2nsnc2c1NC(=O)c1ccccc1[N+](=O)[O-]
    -13%, 0%, -2%, -7%, 53%, -6, 10%, -2%, -18%
CC(C)c1nn2c(=O)cc(CSc3ccccc3NC(=O)c3ccccc3F)nc2s1
    1%, -2%, 79%, -4%, 18%, -1, -12%, -2%, -8%
COc1cc2c(cc1OC)CN(CC(=O)Nc1ccc(C#N)cc1)CC2
    9%, -5%, 0%, 0%, 8%, 1, 26%, -3%, -17%
CN(C)CCCNC(=O)N1c2ccccc2Sc2ccccc21
    3%, -6%, 20%, -3%, -1%, -1, 9%, -1%, -2%
CCCCn1c(=O)c(C(=O)OCC)c(O)c2ccccc21
    9%, -13%, -1%, 6%, 0%, -1, ?, -10%, -18%
COc1ccccc1N1CCN(c2ccc(=O)n(CC(=O)NCc3ccc(F)cc3)n2)CC1
    6%, -13%, ·, -4%, 1%, 0, -28%, -4%, -28%

With a hit mark in POLH inh, among the entries above:
structure | POLH inh | Apoferritin bind | BLM helicase inh | Pol beta inh | LDHA inh | POLI inh | GRP78 ERSR act | Pol kappa inh
O=C(O)CC1CCC(=C(Cl)Cl)C1 (centres undefined) | 50µM* | -9% | 2% | ? | -5 | ? | -2% | -16%

Continued.
Values run as follows: POLH inh, Apoferritin bind, APEX1 inh, BLM helicase inh, Pol beta inh, LDHA inh, POLI inh, GRP78 ERSR act, Pol kappa inh
O=C(NNCC(O)COc1ccccc1)c1ccccc1 (centres undefined)
    7%, -9%, 1%, -2%, 68%, -4, 13%, 2%, -17%
COc1ccc(NC(=O)CCn2ccnc2)c(OC)c1
    9%, 3%, -12%, 1%, 17%, -10&4, -18%, -3%, -4%
CCc1cnc2c(c1SCC(=O)c1ccccc1)c(=O)n(C)c(=O)n2C
    -14%, -10%, ·, 0%, -8%, 0, -12%, -2%, -6%[60.1 µM]
Cc1ccc(C)n1NC(=O)c1ccccc1Cl
    ?, -5%, -3%, -5%, 13%, -4, -6%, -3%, -15%
CC(C)(C)c1ccc(/C=N/N2C(=O)CSC2=S)cc1
    -16%, -12%, -14%, -2%, 4%, 8, ?, -11%, -17%
Cc1ccc(Cl)cc1NC(=O)CN1C(=O)COc2ccc(S(=O)(=O)N3CCOCC3)cc21
    -1%&-10%, -3%&54%, 38%[activator], 0%&2%, -11%&4%, -9&-6, -26%&21%, -1%&-5%, -8%&-16%
Cc1ccc(Cn2c(=N)c(C(=O)NCC3CCCO3)cc3c(=O)n4ccccc4nc32)cc1 (centres undefined)
    -9%, 26%, 16%, 20%, 0%, -8, 47%[activator], 4%, 2%
Cc1nc([N+](=O)[O-])cn1-c1ccc(N)cc1
    -7%, -2%, 1%, 1%, 11%, -4, 25%, -4%, -9%
O=C(CCNC(=O)c1ccc(Br)cc1)NCc1ccco1
    -12%, ·, -19%, ·, ·, -5, -18%, -1%, 1%
O=C(Cn1cnc2cc([N+](=O)[O-])ccc2c1=O)NCc1ccccc1
    -6%, -11%, 0%, -4%, 14%, -8, 62%[activator], -2%, -2%
CC1(C)c2[nH]c3ccccc3c2C[C@H]2C(=O)N(CCCO)CC(=O)N21
    -15%, -5%, 10%, -3%, -12%, -1, 7%, -4%, 9%
O=C1/C(=C/c2ccc([N+](=O)[O-])cc2)C=C(c2ccccc2)N1c1ccccc1
    -12%, -3%, -7%, -2%, -3%, 1, -10%, -2%, -3%
COc1cc(NC(=O)c2cccs2)c(OC)cc1NC(=O)Cc1ccccc1
    -18%, -9%, 55%[12.4 µM], -1%, -17%, -1, 91%[activator], -4%, 3%
Cc1c(O)ccc2c(CC(=O)N[C@@H](Cc3ccc(O)cc3)C(=O)O)cc(=O)oc12
    -7%, 578%[activator], 50%, -1%, -11%, -3, ?, -2%, -8%
CC(C)(C)C(=O)O/N=C1/C(=O)N(c2ccccc2)c2ccccc21
    ?, -11%, -1%, -1%, 19%, -11, 3%, -3%, -5%
COc1ccc(CNC(=O)CSCc2cnn(-c3ccccc3)c2-n2cccc2)cc1
    -14%, 6%, 9%, -13%, 8%, -3&6, 16%, -3%, -29%
COc1ccc(CNC(=O)CC(C)CC2=NS(=O)(=O)c3ccccc3N2)cc1 (centres undefined)
    -12%&-5%, -2%&12%, -3%, -2%&2%, 40%&16%, 0&-8, 12%&0%, -3%&-5%, -1%
Cc1cc(NC(=O)c2ccc3c(c2)OCCO3)cc(-c2nc3ccccc3o2)c1O
    4%, 16%, ·, -1%, 16%, -23&3, -7%, -2%, 10%
COc1ccc(-n2c(Cc3cc(=O)[nH]c(=O)[nH]3)nnc2SCc2ccccc2)cc1
    -9%, -18%, -1%, 1%, 0%, -4, 24%, -3%, 10%
Cc1ccc(C(=O)COC(=O)CCCC(=O)NC2CCCCC2)cc1[N+](=O)[O-]
    -12%, 0%, 0%, -1%, 28%, -1, -14%, -5%, -6%
Cc1ccccc1Nc1nc(Cl)c(C=O)s1
    -1%, ?, -1%, -4%, -15%, -6, -16%, -1%, -18%
O=C(Nc1cc(Cl)ccc1N1CCCC1)C1=COCCO1
    -17%, ·, 5%, ·, ·, -2, 37%[activator], -4%, -1%

Arranged by value in BLM helicase inh (descending): three from the list above
SMILES,POLH inh,Apoferritin bind,BLM helicase inh,Pol beta inh,LDHA inh,POLI inh,GRP78 ERSR act,Pol kappa inh
CCCCn1c(=O)c(C(=O)OCC)c(O)c2ccccc21,9%,-13%,6%,0%,-1,?,-10%,-18%
CN(C)CCCNC(=O)N1c2ccccc2Sc2ccccc21,3%,-6%,-3%,-1%,-1,9%,-1%,-2%
COc1ccccc1N1CCN(c2ccc(=O)n(CC(=O)NCc3ccc(F)cc3)n2)CC1,6%,-13%,-4%,1%,0,-28%,-4%,-28%

Screening results deposited in PubChem BioAssay by National Center for Advancing Translational Sciences (NCATS).
